CRFBP-R2 block: blocks CRF-induced signaling of the CRF-BP/CRF-R2 complex. inhibition, % at 11.8 µM. HEK293 CRF-R2/CRF-BP, CRF-induced calcium fluorescence. 0.59% of 350,000 active. AID 588475;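 active means inhibition of the ligand-induced calcium signal above about 50% at the single tested concentration, limit read from the data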
CHRM4 PAM: positive allosteric modulators of human muscarinic M4 receptor. CHO-K1 hM4/Gqi5, Fluo-8 calcium fluorescence, ACh EC20; 0% = ACh EC20, 100% = maximal ACh. 0.4% of 360,000 active. P08173. activation, % at 3 µM;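 active means activation above its plate's cutoff, the mean activation of sample wells plus 3 SD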; further: some results filed as inactive read as strong as hits
Target sequence (P08173 whole entry, looked up): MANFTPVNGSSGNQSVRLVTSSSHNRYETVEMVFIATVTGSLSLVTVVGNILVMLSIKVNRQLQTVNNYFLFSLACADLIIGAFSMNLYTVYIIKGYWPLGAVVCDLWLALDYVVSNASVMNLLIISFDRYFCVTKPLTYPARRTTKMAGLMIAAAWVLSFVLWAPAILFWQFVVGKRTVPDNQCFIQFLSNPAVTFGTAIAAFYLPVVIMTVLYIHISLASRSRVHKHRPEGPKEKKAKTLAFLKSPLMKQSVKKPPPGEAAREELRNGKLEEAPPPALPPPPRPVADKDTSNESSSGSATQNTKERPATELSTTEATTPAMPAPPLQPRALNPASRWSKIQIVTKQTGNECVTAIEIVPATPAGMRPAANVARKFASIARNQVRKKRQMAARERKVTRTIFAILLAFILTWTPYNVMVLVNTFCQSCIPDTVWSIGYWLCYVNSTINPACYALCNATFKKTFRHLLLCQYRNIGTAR
MEKK3 PB1 HTS: modulators (inhibitors or enhancers) of MEK5 binding to human MEKK3 PB1 domain. Q99759. binding response (% of control), % at 10 µM. AID 1529. 1.4% of 290,000 active. bead-based flow cytometry, Alexa488-MEK5 binding to MEKK3; actives lie on both sides; 0 = blocked by unlabeled MEK5, 100 = vehicle;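 active means binding response more than 3 SD above or below the average of its plate-row segment, actives on both sides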;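 further: Alexa488 bead fluorescence after subtracting the streptavidin-only scavenger bead signal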
IDE cell inh: inhibits human insulin-degrading enzyme in HEK cells; FAbetaB cleavage, fluorescence polarization; inhibition, % at 5.59 µM; 0.41% of 320,000 active;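 active means percent inhibition above the average of all tested compounds plus 3 SD, set per screening campaign, cut at about 16% in these data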;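 further: IDE supplied by intact live HEK cells; FP after avidin binding of uncleaved biotin substrate so inhibition keeps polarization high; 0% = DMSO wells and 100% = 60 µM reference IDE inhibitor Ii1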
IDE cell activ: boosts human insulin-degrading enzyme activity in HEK cells; P14735; FAbeta-B cleavage, fluorescence polarization; 0% vehicle, 100% cell-free pure enzyme wells; activation, % at 5.96 µM; 0.073% of 340,000 active;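 active means activation above the mean of all tested compounds plus 3 SD, set per screening campaign, cut at about 17% in these data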
CRFBP-R2 agonist: CRF-BP/CRF-R2 complex agonism; HEK293 CRF-R2/CRF-BP, calcium dye fluorescence (FLIPR); percent of saturating CRF peptide response; activation, % at 13.2 µM; 0.46% of 350,000 active; AID 588473;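 active means activation of at least 50%, plus an integration ratio under a set limit after plate pattern correction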;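 further: plate controls were neutral control wells without compound for no effect and CRF at EC100 for full effect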
pCIP destab: compounds decreasing mouse p/CIP protein stability; AID 1984; F442A p/CIP-EGFP cells, EGFP fluorescence, 16 h; decrease of EGFP signal, % at 10 µM; 0.01% of 290,000 active;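 active means EGFP signal decrease of at least 30% at 10 µM or well 3 SD below plate mean, unless failing retest; inactive means the rest, including hits failing retest or dose response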; further: some compounds called inactive have numbers as strong as hits; many of its hits are not listed in these tables
PHOSPHO1 inh: PHOSPHO1 (human) inhibition; 1.1% of 290,000 active; inhibition, % at 13.3 µM; Q8TCT1; recombinant PHOSPHO1, absorbance phosphatase assay; in the data active means inhibition above about 60%
Target sequence (Q8TCT1 whole entry, looked up): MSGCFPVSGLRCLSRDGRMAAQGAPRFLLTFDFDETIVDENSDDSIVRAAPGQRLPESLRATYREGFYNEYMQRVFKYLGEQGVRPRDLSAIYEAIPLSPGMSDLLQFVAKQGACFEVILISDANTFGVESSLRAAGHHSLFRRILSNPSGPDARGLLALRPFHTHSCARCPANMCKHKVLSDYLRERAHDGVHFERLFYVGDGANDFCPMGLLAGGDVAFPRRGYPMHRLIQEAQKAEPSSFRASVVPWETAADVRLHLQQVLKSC
GalR3 antag: antagonists of human GalR3; HEK293 GalR3-CNG cAMP membrane potential fluorescence; galR3 body fused to GalR1 C-terminus; inhibition, % at 3 µM; 0.44% of 360,000 active;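 active means inhibition above the screen-wide average plus 3 SD, cut at about 13% in these data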;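 further: forskolin and galanin both at EC90 stimulate the cells; cAMP rise reported by CNG channel membrane potential dye signal; 0% = forskolin plus galanin with DMSO and 100% = forskolin alone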
Target sequence (O60755 1-299 limits assumed): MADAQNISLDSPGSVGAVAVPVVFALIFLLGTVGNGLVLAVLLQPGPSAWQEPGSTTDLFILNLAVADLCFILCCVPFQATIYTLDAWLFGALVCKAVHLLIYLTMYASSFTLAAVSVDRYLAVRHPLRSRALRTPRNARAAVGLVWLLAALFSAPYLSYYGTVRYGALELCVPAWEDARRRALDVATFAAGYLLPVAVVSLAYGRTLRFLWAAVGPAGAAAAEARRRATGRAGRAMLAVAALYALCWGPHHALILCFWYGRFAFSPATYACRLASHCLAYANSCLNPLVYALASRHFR
* hit, by the source's call; . = no result given.

SMILES	CRFBP-R2 block	CHRM4 PAM	MEKK3 PB1 HTS	IDE cell inh	IDE cell activ	CRFBP-R2 agonist	pCIP destab	PHOSPHO1 inh	GalR3 antag
COc1ccc(CSCC(=O)NN=C2CCN(C)CC2)cc1	-31	-5	98	3	9	2.0	4	13	-7
COc1c(O)ccc2cnn(-c3ccccc3C)c(=O)c12	21	4	103	-3	-2	0.0	5	7	0
COc1ccc(S(=O)(=O)N2CCN(C3Cc4ccccc4C3)CC2)cc1	8	1	94	-2	0	-1.2	-6	-15	-2
Cn1c(COc2ccccc2)nnc1SCC(=O)Nc1ccc(N2CCOCC2)c(Cl)c1	-2	-2	94	2	-1	-1.1	3	-27	-3
CC(=O)CCS(=O)(=O)c1ccc(Oc2ccc(S(=O)(=O)CCC(C)=O)cc2)cc1	-13	-1	107	-7	7	2.1	-4	-4	-3
COc1ccc(Cl)cc1NC(=O)CN(C)C(=O)c1ccc2n[nH]nc2c1	-1	6	.	0	-1	0.5	.	.	-1
CCCSc1nc(C)c(-c2csc(C(C#N)=C3CCCC3)n2)cc1C#N	-25	9	103	-3	-5	1.5	1	74*	-3
O=C(COc1cc(F)ccc1[N+](=O)[O-])Nc1ccc(N2CCCCC2)cc1	-6	-1	.	-1	8	0.3	.	.	-1
CC(C(=O)NC(C)(C)C)N1C(=O)c2cccc3cccc(c23)C1=O (configuration not stated)	24	5	102	-4	3	2.6	-4	-5	5
CCOc1ccc(N=C(/C(C(=O)C(=O)N2CCOCC2)=C(\O)c2ccccc2)c2ccccc2)cc1	-13	3	99	-3	4	1.5	-10	-18	-2
Cc1ccc(S(=O)(=O)c2c(N)n(NC(=O)c3ccccc3C)c3nc4ccccc4nc23)cc1	0	-3	107	-1	1	-0.6	9	3	1
O=C1CCC(C(=O)N2CCCCO2)CN1Cc1cccc(F)c1 (configuration not stated)	0	1	101	-5	5	-1.2	5	24	-9
CC(C)CCNC(=O)CSc1nc2ccccc2c(=O)[nH]1	10	5	100	0	1	-1.2	-3	-1	0
Cc1[nH]c(C)c(C(=O)/C=C/c2ccc([N+](=O)[O-])cc2)c1C	2	2	104	5	-3	-0.4	-13	8	-7
CC(C)(C)NC(=O)COC(=O)C1c2ccccc2Oc2ccccc21	18	-7	101	8	5	0.1	-4	19	-10
CC(=O)Nc1cccc(C(=O)OC(C(=O)c2ccc(C)c(C)c2)c2ccccc2)c1 (configuration not stated)	-11	-6	93	-1	0	4.1	-13	27	1
COc1ccc(-n2nc(C(=O)NCC(=O)O)c3ccccc3c2=O)cc1	-1	-2	97	-2	-1	-0.7	5	.	-9
Cc1cccc(C2c3[nH]c4ccccc4c3CCN2C(=O)c2cc(C(C)C)nc(N)n2)n1 (configuration not stated)	5	-1	103	1	1	-2.2	-13	68*	-4
O=C(Nc1ccc(N2CCN(C(=O)c3ccco3)CC2)cc1)c1ccccc1	-2	3	85	2	0	0.2	-4	15	-3
COc1ccc(-n2nc(C(=O)NCC(=O)N3CCCC3)c3ccccc3c2=O)cc1	-6	11	101	5	8	-1.2	-10	35	12
CCCOc1ccc(NC(=O)CC2C(=O)N(CC)C(=S)N2Cc2cccs2)cc1 (configuration not stated)	-36	-2	100	2	2	0.1	-6	29	-2
COc1cccc(CN(C)C(=O)c2cccc(S(=O)(=O)N3CCN(c4ccccc4)CC3)c2)c1OC	117*	-10	.	.	1	-0.4	.	.	-1
O=S1(=O)N=C2CCCCCN2C(c2ccc(Cl)cc2)N1 (configuration not stated)	10	2	99	-3	4	-1.6	-4	37	1
CCOc1ccccc1/C=N/NC(=O)c1cccc(Cl)c1	-8	-1	99	0	-5	-0.6	-1	-11	2
COc1ccc(S(=O)(=O)N2CC=C(C(=O)NC3CCCC3)CC2)cc1	2	1	96	7	0	2.6	-6	6	-2

Molecules from the list above that contain a nitro group on carbon:
SMILES	CRFBP-R2 block	CHRM4 PAM	MEKK3 PB1 HTS	IDE cell inh	IDE cell activ	CRFBP-R2 agonist	pCIP destab	PHOSPHO1 inh	GalR3 antag
O=C(COc1cc(F)ccc1[N+](=O)[O-])Nc1ccc(N2CCCCC2)cc1	-6	-1	.	-1	8	0.3	.	.	-1
Cc1[nH]c(C)c(C(=O)/C=C/c2ccc([N+](=O)[O-])cc2)c1C	2	2	104	5	-3	-0.4	-13	8	-7

More entries:
SMILES	CRFBP-R2 block	CHRM4 PAM	MEKK3 PB1 HTS	IDE cell inh	IDE cell activ	CRFBP-R2 agonist	pCIP destab	PHOSPHO1 inh	GalR3 antag
Cc1ccc(NC(=O)C2CCCN(C(=O)c3ccc(Cl)cc3)C2)c(C)c1 (configuration not stated)	-2	16	102	7	2	0.0	-12	4	2
COc1cc(C2CC(=O)c3cnc(N4CCN(Cc5ccccc5)CC4)nc3C2)cc(OC)c1OC (configuration not stated)	10	0	116	-3	2	1.4	3	40	0
CCC(C)NC(=O)C1c2ccccc2C(=O)N1Cc1ccc(OC)cc1OC (configuration not stated)	0	1	97	-2	1	1.4	-9	-5	3
CCOc1cc(C)nc(N2CCC(C(=O)Nc3ccccc3OCC)CC2)n1	7	6	.	5	0	-0.1	-13	23	-12
COc1ccc(C(=O)NC(=S)NNC(=O)c2ccncc2)cc1Br	-11	10	.	0	-5	4.1	.	.	0
CCc1ccccc1NC(=O)CCS(=O)(=O)c1ccc2c(c1)CCCN2C(C)=O	14	3	99	-1	3	-0.7	-9	48	-7
O/N=C(\Cn1ccnc1)c1ccccc1	42	3	.	.	4	-0.8	.	.	-10
Cc1ccc(C(=O)Nc2cccc(C(=O)N3CCOCC3)c2)cc1	0	-4	99	2	3	-1.4	7	9	-3
Cc1c(C(C)NC(=O)c2cc(COc3cccc4cnccc34)on2)cnn1C (configuration not stated)	5	-9	103	1	0	1.7	-12	32	0
CCSc1nc2sc3c(c2c(=O)n1CC)CCC3	-13	-3	108	.	6	-2.6	-3	25	-4
Cc1ccc(C(=O)N2CCN(c3ccc(NC(=O)CSc4ccc(Cl)cc4)cc3)CC2)cc1	37	-16	104	-2	-2	-2.1	-1	-10	0
COC(=O)C1=C/CCCN(C(c2ccccc2)c2ccccc2)/C=C\1C(=O)OC	18	4	.	.	.	13	.	.	-5
COc1ccc(/C=C2/SC(=S)N(NS(=O)(=O)c3ccc(C)cc3)C2=O)cc1	20	1	103	0	0	2.0	-8	36	-6
CCN(CC(=O)Nc1ccc(N2CCOCC2)cc1)Cc1nc2ccccc2c(=O)[nH]1	-9	0	101	1	3	1.0	-6	-131	4
CCN(Cc1ccccc1)C(=O)C(=O)c1cn(CC(=O)N2CCCC2)c2ccccc12	-2	10	103	4	9	1.5	24	8	4
CC1CC(C)CN(S(=O)(=O)c2ccc(NC(=O)C3CSC4(C)CCC(=O)N34)cc2)C1 (configuration not stated)	-17	-6	.	6	-2	0.2	.	.	0
Cc1nc2ccccn2c1C(=O)/C=C/c1cccc([N+](=O)[O-])c1	-8	0	90	2	-2	0.3	3	57	5
Cn1c(=O)c2c(C(=O)O)cc(-c3ccccc3)nc2n(Cc2ccccc2)c1=O	2	-2	97	2	4	9.7	0	30	-4
COc1ccc(NC(=O)COC(=O)[C@@H]2CCCN2C(=O)c2cccs2)c(OC)c1	2	-4	100	4	-2	-0.5	7	6	-6
Nc1cc(=O)[nH]c(SCC(=O)Nc2cccc(S(=O)(=O)N3CCCCCC3)c2)n1	0	4	.	7	-5	-5.8	.	.	-7
CCOCCCNc1nc2c(c(=O)n(C)c(=O)n2C)n1CCCc1ccccc1	1	-4	97	5	0	1.7	10	-12	-3
O=S1(=O)CC=C(CSc2nc3ccccc3[nH]2)C1	6	-16	117	2	2	-1.1	-15	16	-1
CC(C)CNC(=S)NC1CC2CCCC(C1)N2Cc1cccs1 (configuration not stated)	-9	-3	98	-1	0	7.4	-20	19	-6
Cc1cc(C(F)F)nn1CC(=O)NC1CCCCCC1	6	1	103	4	2	-0.9	-6	51	-5
CCN1C(=O)C2C(c3ccccc3F)NC(Cc3ccc(O)cc3)(C(=O)OC)C2C1=O (configuration not stated)	-13	-7	81	-1	2	-1.4	-18	24	-1

Look-ups from the entries so far.
`CC1CC(C)CN(S(=O)(=O)c2ccc(NC(=O)C3CSC4(C)CCC(=O)N34)cc2)C1` (configuration not stated) in CHRM4 PAM reads -6
`CCOc1ccccc1/C=N/NC(=O)c1cccc(Cl)c1` in CRFBP-R2 agonist reads -0.6
`CC(C)CCNC(=O)CSc1nc2ccccc2c(=O)[nH]1` in IDE cell activ reads 1
`O/N=C(\Cn1ccnc1)c1ccccc1` in IDE cell activ reads 4
`COc1ccc(NC(=O)COC(=O)[C@@H]2CCCN2C(=O)c2cccs2)c(OC)c1` in CRFBP-R2 agonist reads -0.5

Continued:
SMILES	CRFBP-R2 block	CHRM4 PAM	MEKK3 PB1 HTS	IDE cell inh	IDE cell activ	CRFBP-R2 agonist	pCIP destab	PHOSPHO1 inh	GalR3 antag
O=C(CSc1ncccn1)N1CCCCCC1	-4	17	.	0	1	0.6	.	.	-9
Cc1n[nH]c(C)c1CCCCOc1ccccc1[N+](=O)[O-]	10	-13	108	1	-1	-3.8	-29	8	-10
Cc1ccc(CN2CCN(Cc3cnc(N(C)C)s3)CC2CCO)o1 (configuration not stated)	6	0	100	-2	8	0.0	-14	10	-4
COc1cccc(OCC(=O)NC2CCCCCC2)c1	5	3	.	3	1	-0.4	.	.	-2
COc1cccc(C(=O)NCCS(=O)(=O)NCCc2ccccc2)c1	-1	4	.	7	4	-0.6	.	.	1
COc1ccc(/C=C/C(=O)NC(=S)N2CCCC(C(N)=O)C2)cc1 (configuration not stated)	-19	5	99	3	5	-0.1	-6	-109	-7
O=C(Nc1ccccc1)Nc1ccccc1Br	-4	0	103	-4	4	-0.2	14	-18	-1
O=C(NC1CCCCC1)N1CCN(c2nc(-c3ccccc3)cs2)CC1	-3	-8	100	5	-11	-0.1	-17	6	-1
COc1ccc(C(=O)Nc2cc(C)nn2-c2ccc(F)cc2)cc1	-19	8	99	5	5	1.4	7	48	-11
COc1ccc(/C=C/C(=O)OCC(=O)Nc2ccc(Cl)cn2)cc1	10	7	112	2	-5	-2.1	3	24	-6
COc1ccccc1CNC(=O)C(C)NS(=O)(=O)c1ccccc1 (configuration not stated)	-16	2	105	2	0	-0.9	-9	31	0
Cc1ccccc1N1C(=O)CC(Sc2nnc(-c3ccccc3)o2)C1=O (configuration not stated)	-4	0	103	5	-12	-1.5	-26	81*	4
Cc1ccsc1C1CC(=O)Nc2ccccc2S1 (configuration not stated)	-5	-12	94	-2	-3	0.1	2	43	-5
O=C1[C@@H]2Cc3c([nH]c4ccccc34)C(c3cccc([N+](=O)[O-])c3)N2C(=O)CN1CCCO (some centres not stated)	-17	1	106	2	4	-0.9	9	36	-12
CCCS(=O)(=O)N1CCC(C(=O)N2CCN(Cc3ccccc3)CC2)CC1	12	3	96	0	4	-1.7	-9	2	-5
CCc1ccc(S(=O)(=O)/N=C2/C=C(Sc3ncn[nH]3)C(=O)c3ccccc32)cc1	-9	4	102	7	-18	2.8	-6	41	.
O=C(NCCS(=O)(=O)N1CCN(c2ccccc2F)CC1)c1ccc2c(c1)OCO2	-3	-3	.	-3	3	-0.1	.	.	-3
C[N+](C)(CC#Cc1ccccc1)CC(=O)c1ccccc1	10	9	97	-1	5	-1.4	0	-17	-3
CC(NCc1ccc(S(N)(=O)=O)cc1)C(=O)Nc1ccc([N+](=O)[O-])cc1Cl (configuration not stated)	9	4	102	-1	4	-4.8	17	13	-3
Cn1ncc(Br)c1C(=O)N1CCc2ccccc21	14	-2	99	0	3	-0.2	2	-6	0
O=C(NCCCN1CCCC1=O)c1cc2c(s1)CCCCC2	5	11	65	5	6	-0.4	-7	25	-2

The order is random, and some 4.2% of all compounds hit somewhere here.
